# Assay outcomes deposited in PubChem by National Center for Advancing Translational Sciences (NCATS).
# Vif-APOBEC3F blk: inhibitors of Vif-A3F interaction | Potency, µM (highest dose often 46.1 µM), for inactives: top-dose activity, negative = active | 0.2% of 390,000 active | HeLa A3F-eYFP + Vif (tagged APOBEC3F with the HIV-1 protein that degrades it), YFP fluorescence increase; further: potency means the concentration at half of the fitted maximal effect; % of control where 0% means no effect; nearly all actives have a fitted effect of over 65% in size
#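 HeLa cells stably expressing A3F-eYFP plus Vif, plated and incubated overnight at 37 deg C, then exposed to compounds overnight at 37 deg C. Blocked degradation read as raised yellow fluorescence (Ex 488/Em 500-530).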
# D1 agonist: human D1 receptor agonism. P21728. HEK293 T-REx D1 cells, calcium flux, agonist mode. activation, % at 2 µM. 1% of 360,000 active. AID 504660; in the data active means activation above about 30%; further: 0% is about no effect
# Target sequence (P21728 whole entry, looked up): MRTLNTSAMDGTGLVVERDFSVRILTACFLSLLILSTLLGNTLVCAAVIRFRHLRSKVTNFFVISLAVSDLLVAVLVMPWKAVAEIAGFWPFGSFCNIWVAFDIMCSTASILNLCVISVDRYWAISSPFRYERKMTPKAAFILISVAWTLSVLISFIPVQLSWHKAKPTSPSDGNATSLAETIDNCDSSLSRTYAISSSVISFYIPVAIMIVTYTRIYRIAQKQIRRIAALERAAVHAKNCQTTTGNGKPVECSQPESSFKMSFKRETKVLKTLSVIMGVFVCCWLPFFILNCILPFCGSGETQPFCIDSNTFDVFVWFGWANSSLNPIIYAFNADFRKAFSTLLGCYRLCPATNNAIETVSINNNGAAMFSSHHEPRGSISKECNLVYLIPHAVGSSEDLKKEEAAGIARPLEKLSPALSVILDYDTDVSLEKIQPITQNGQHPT
#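 Inducible HEK293 T-REx D1 cells, force-coupled to calcium signalling, were plated at 4000 cells/well with tetracycline and held overnight at 30 C. After no-wash calcium dye loading, compound-evoked calcium rise over 180 s flagged agonists.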
# D1 antagonist: human D1 dopamine receptor antagonism; P21728; activity change, negative = inhibition, % at 10 µM; AID 504652; HEK293 TREx D1 cells, calcium flux, dopamine EC80; stronger effect = lower value; 3.2% of 360,000 active; in the data active means activity change below about -30%; further: on the % scale 0 is the no-effect control and ±100 the full control effect
#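 Calcium flux readout: force-coupled, inducible Hek293 Trex D1 line, cells induced overnight at 30 C with tetracycline, dye-loaded 30–90 min at RT. Antagonism scored against EC80 dopamine challenge given 180 s after compound.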
# GRP78 ERSR act: inducers of ER stress response in human glioma cells; 0.02% of 420,000 active; AID 602332; U87-MG GRP78 promoter luciferase reporter, 16 h; Potency, µM, inactives show at the highest dose activation, most hits filed as activators; further: potency means the concentration at half of the fitted maximal effect; series mostly up to about 76 µM; % of control where 0% means no effect; nearly all actives have a fitted effect of over 35% in size
#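 Stably transfected U87-MG glioma cells carrying a GRP78-based luciferase sensor; 16 h compound incubation. Luminescence end-point read 10 min after Bright-Glo addition at room temperature.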
# RXFP1 antagonist: antagonists of human relaxin receptor RXFP1; Q9HBX9; HEK293-RXFP1, relaxin-stimulated cAMP HTRF, 30 min; stronger effect = lower value; activity change, negative = inhibition, % at 57.5 µM; 0.59% of 350,000 active;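 active means activity change of -60% or lower, but not beyond a set lower limit; inconclusive means change between -60% and -40%, or beyond the set limit; inactive means change above -40%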; further: on the % scale 0 is the no-effect control and ±100 the full control effect
# RXFP1 agonist: RXFP1 (human) receptor agonism; HEK293T-RXFP1 cAMP TR-FRET, 30 min; response scale: percent of porcine relaxin response, buffer zero; 0.3% of 370,000 active; Potency, µM (series often up to 57.5 µM), for inactives: at the highest dose activation, actives largely listed as activators; Q9HBX9; further: potency means the concentration at half of the fitted maximal effect; on the % scale 0 is the no-effect control and ±100 the full control effect; nearly all actives have a fitted effect of over 60% in size; many of its hits are not listed in these tables
#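 Agonist response is measured as cAMP accumulation in an RXFP1-transfected HEK293T line under PDE4 inhibition. Values are scaled between buffer-only and 29 nM porcine relaxin, and EC50s come from standard Hill equation fits.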
# D2 PAM: D2 dopamine receptor (human) potentiation. P14416. HEK293 T-REx D2, calcium flux, EC20 dopamine potentiation. potentiation, % at 10 µM. 0.34% of 340,000 active;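 active means potentiation over 3 SD above the plate norm, cut at about 30% in these data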; further: 0% is about no effect
#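 Cells plated with tetracycline inducer and held overnight at 30 C; calcium dye loaded 30–90 min at room temperature; baseline taken, compound added and read 180 s; EC20 dopamine then added and read 180 s.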
# D1 PAM: potentiators of human D1 dopamine receptor; HEK293 TREx D1 cells, calcium flux, dopamine EC20 potentiation; potentiation, % at 10 µM; 0.036% of 360,000 active; AID 504651; in the data active means potentiation above about 30%; further: 0% is about no effect
# Vif-A3G inh: blocks the Vif interaction with human APOBEC3G. Q9HC16. HeLa A3G-eYFP + Vif (tagged APOBEC3G with the HIV-1 protein that degrades it), YFP fluorescence, overnight. Potency, µM (highest dose often 46.1 µM), without a hit: at the top dose activity, negative = active, actives largely listed as inhibitors. 0.076% of 410,000 active. AID 602310;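 further: potency means the concentration at half of the fitted maximal effect; on the % scale 0 is the no-effect control and ±100 the full control effect; nearly all actives have a fitted effect of over 60% in size; hits raise eYFP signal because A3G escapes Vif-driven loss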
# Target sequence (Q9HC16 whole entry, looked up): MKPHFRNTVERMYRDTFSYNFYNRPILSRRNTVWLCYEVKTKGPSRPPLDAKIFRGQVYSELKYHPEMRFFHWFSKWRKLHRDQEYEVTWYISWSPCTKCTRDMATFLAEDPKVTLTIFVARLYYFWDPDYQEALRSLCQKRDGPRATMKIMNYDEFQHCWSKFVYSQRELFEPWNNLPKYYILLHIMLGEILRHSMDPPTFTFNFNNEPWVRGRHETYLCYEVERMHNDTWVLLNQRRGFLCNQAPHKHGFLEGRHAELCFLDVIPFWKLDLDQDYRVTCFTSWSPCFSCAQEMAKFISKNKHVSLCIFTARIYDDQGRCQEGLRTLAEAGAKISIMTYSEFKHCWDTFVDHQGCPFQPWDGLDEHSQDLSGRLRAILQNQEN
#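 HeLa cells stably expressing Vif and C-terminally eYFP-tagged A3G, seeded overnight at 37 deg C, then exposed to compound by pintool overnight at 37 deg C. Rise in yellow fluorescence (Ex 488/Em 500-530, Acumen) marks blocked Vif-driven A3G degradation.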
# * marks the source's active call; other numbers are inactive results; ? = inconclusive; . = no result given. Unless noted, the call rests on the fitted dose curve; in most records, active means well fitted curve in the direction sought with a large enough effect; inconclusive means small, poorly fitted or top-dose-only effect, or another doubt; inactive means no such curve, though single readings can be large; an effect the other way counts as inactive or inconclusive.
item	structure	Vif-APOBEC3F blk	D1 agonist	D1 antagonist	GRP78 ERSR act	RXFP1 antagonist
1	CCOc1ccccc1OCCC(=O)Nc1ccc2c(c1)OCO2	9%	.	.	-2%	5
2	Cc1cc(C)cc(NC(=O)COC(=O)[C@@H](NC(=O)c2ccco2)C(C)C)c1	-1%	1	-5	3%	-10
3	CCOc1cc(C2C(C#N)=C(N)OC3CCCC(=O)C32)ccc1OCCN1CCOCC1 (configuration not stated)	2%	3	-2	-6%	-5
4	Cc1ccccc1NC(=O)c1cccc(C(=O)Nc2ccccc2C)n1	-5%	4	29	-7%	9
5	COc1ccccc1C(=O)N/C(=C\c1cn(C)c2ccccc12)C(=O)NCCCN1CCOCC1	-11%	0	1	-1%	3
6	O=C(NNC(=O)c1sccc1-n1cccc1)c1cccc(Cl)c1	-1%	0	6	-4%	2
7	CCOc1ccccc1NC(=O)CCC(=O)Nc1ccc2nc(N3CCN(C)CC3)cc(C)c2c1	-11%	1	9	-1%	.
8	O=C1c2cccnc2C(Nc2cccc(F)c2)N1Cc1ccco1 (configuration not stated)	5%	6	6	-3%	5

item	RXFP1 agonist	D2 PAM	D1 PAM	Vif-A3G inh
1	.	.	.	-3%
2	-0.1%	-23	-2	10%
3	0.2%	1	1	0%
4	0.2%	-9	2	-7%
5	-0.8%	10	8	0%
6	0.9%	3	-5	0%
7	0.6%	11	-11	1%
8	0.2%	8	2	-4%

# Continued, starting with the last two of the part before.
item	structure	Vif-APOBEC3F blk	D1 agonist	D1 antagonist	GRP78 ERSR act	RXFP1 antagonist
7	CCOc1ccccc1NC(=O)CCC(=O)Nc1ccc2nc(N3CCN(C)CC3)cc(C)c2c1	-11%	1	9	-1%	.
8	O=C1c2cccnc2C(Nc2cccc(F)c2)N1Cc1ccco1 (configuration not stated)	5%	6	6	-3%	5
9	COc1ccc(OC)c(CNC(=O)c2nn(-c3ccc(OC)c(Cl)c3)c(=O)c3c2c2ccccc2n3C)c1	3%	2	-2	-3%	-17
10	Cn1nc(-c2ccccc2)c(C(O)c2ccccc2C(F)(F)F)c1Cl (configuration not stated)	2%	-1	-14	-2%	21
11	Cc1cc(OCC(=O)Nc2cnn(CCCC(=O)O)c2)ccc1[N+](=O)[O-]	-14%	4	15	-2%	5
12	CCOC(=O)C1CCCN(C(=O)c2ccc3c(c2)sc2nc(-c4ccc(CC)cc4)cn23)C1 (configuration not stated)	3%	-1	-33*	0%	-3
13	O=C(NC(=S)Nc1nc(-c2cccc([N+](=O)[O-])c2)cs1)c1ccccc1Cl	-2%	0	12	-4%	5
14	Cc1cc(C(=O)N/N=C/c2c(C)nn(-c3ccccc3)c2Cl)n[nH]1	1%	1	-16	7%	-3
15	CCOc1cc(-c2c(C#N)c(N)nc3c2CCCC3C)ccc1O (configuration not stated)	-4%	1	-12	-2%	-14
16	O=C(CCC(=O)Nc1ccccc1)NNC(=O)c1ccco1	-3%	-1	-14	-6%	3

item	RXFP1 agonist	D2 PAM	D1 PAM	Vif-A3G inh
7	0.6%	11	-11	1%
8	0.2%	8	2	-4%
9	0.4%	5	1	-1%
10	-0.7%	-1	2	-6%
11	-0.2%	15	2	-2%
12	9.9%	.	-2	0%
13	0.3%	4	3	-1%
14	3.0%	24	-7	-7%
15	-0.4%	.	-3	-19%
16	0.7%	4	-6	0%

item	structure	Vif-APOBEC3F blk	D1 agonist	D1 antagonist	GRP78 ERSR act	RXFP1 antagonist
17	Cc1ccc(Sc2ncccc2O)cc1	-17%	.	.	1%	-3
18	CC(NC(=O)Nc1ccccc1C(F)(F)F)C1CCCO1 (configuration not stated)	-18%	1	1	-4%	9
19	COc1ccc(-c2cc(OC(=O)c3ccc(F)cc3)c3c(C)oc(C)c3c(=O)c2)cc1	.	1	-6	.	.
20	O=C(NCCCn1ccnc1)c1ccc(Cl)cc1	9%	0	-3	-3%	-28
21	COc1ccc(C(C)=O)c(OC(=O)c2ccc(OC)c(OC)c2)c1	-6%	-3	18	2%	-7
22	CCC1Oc2ccccc2N(CC(=O)N2CC(C)CC(C)C2)C1=O (configuration not stated)	-8%	.	.	-6%	-6
23	CCOC(=O)c1c(NC(=O)CSc2ccccc2C(=O)O)sc(C)c1C	-2%	2	15	-5%	-31
24	c1ccc(Cn2c3ccccc3c3nnc(SCCN4CCCCC4)nc32)cc1	1%	0	-7	-1%	-16

item	RXFP1 agonist	D2 PAM	D1 PAM	Vif-A3G inh
17	.	.	.	3%
18	1.1%	3	3	-1%
19	0.8%	-6	-6	.
20	-0.9%	-4	2	0%
21	1.8%	36*	4	-14%
22	.	.	.	2%
23	-1.4%	13	-2	0%
24	2.0%	-11	-3	0%

item	structure	Vif-APOBEC3F blk	D1 agonist	D1 antagonist	GRP78 ERSR act	RXFP1 antagonist
25	CC(=O)Nc1ccccc1OCc1nnc(-c2ccc(Cl)cc2)o1	?	1	-16	7%	-19
26	COc1ccc(-c2csc3ncnc(N4CCN(S(=O)(=O)c5ccc(C)c(C)c5)CC4)c23)cc1	-17%	-1	5	1%	1
27	Cc1ccc(-c2cc(-c3ccccc3)nc(NN)n2)cc1	0%	1	-1	-3%	-6
28	COc1cc(CCCN2C(=S)NC[C@H]2Cc2ccc(O)cc2)cc(OC)c1OC	0%	6	4	-3%	.
29	COc1ccc(/C=N/n2c(N)c(S(=O)(=O)c3cccs3)c3nc4ccccc4nc32)cc1OC	2%	1	-3	-3%	-4
30	Cc1ccc2c(c1)N(C(=O)CCC(=O)NCc1cccs1)CC(C)O2 (configuration not stated)	-4%	-2	-19	0%	-8
31	CC1(c2ccc(C#N)cc2)NC(=O)N(CC(=O)Nc2cc(S(=O)(=O)N3CCOCC3)ccc2Cl)C1=O (configuration not stated)	1%	4	-2	-3%	1
32	CC(=O)Nc1ccc(SCC(=O)c2cc(C)n(-c3ccccc3F)c2C)cc1	0%	4	-26	-11%	?

item	RXFP1 agonist	D2 PAM	D1 PAM	Vif-A3G inh
25	0.8%	3	-3	0%
26	-0.3%	-1	-8	-20%
27	0.2%	5	-3	2%
28	-0.8%	2	0	-3%
29	-1.8%	-3	-4	1%
30	-1.6%	-20	-4	0%
31	0.4%	1	8	-3%
32	-1.3%	9	0	2%

# Screen by screen, as entered above:
# Vif-APOBEC3F blk for entries 27 to 32, in order: 0%, 0%, 2%, -4%, 1%, 0%
# Vif-A3G inh for entries 27 to 32, in order: 2%, -3%, 1%, 0%, -3%, 2%

# More records follow:
item	structure	Vif-APOBEC3F blk	D1 agonist	D1 antagonist	GRP78 ERSR act	RXFP1 antagonist
33	Cc1c(NC(=O)CN2CCN(c3ccc([N+](=O)[O-])cc3)CC2)c(=O)n(-c2ccccc2)n1C	10%	2	-12	-3%	-8
34	Cc1cccc(S(=O)(=O)N2CCCc3ccccc32)c1	2%	-1	4	0%	-11
35	O=C(CSc1nc2c(c(=O)[nH]1)CCC2)Nc1ccccc1F	.	0	-17	.	-10
36	O=C1CS(=O)(=O)C2(C(=O)N(Cc3ccc(F)cc3)c3ccccc32)N1c1cccc(C(F)(F)F)c1 (configuration not stated)	1%	18	-11	-4%	.
37	O=C(CCc1nnc2ccc(NCc3ccc(F)cc3)nn12)NC1CCCC1	-6%	3	-16	3%	8
38	Cc1ccc(NCc2nnc(SCC(=O)N3c4ccccc4Sc4ccccc43)o2)c(C)c1	2%	3	3	-2%	-2
39	CCOC(=O)C1(Cc2cccc(OC)c2)CCN(C/C=C/c2ccccc2)CC1	9%	9	1	0%	-12
40	CC1=C(C(=O)N2CCOCC2)CC(CC(=O)NC(c2ccccc2)c2ccccc2)C(=O)N1Cc1ccc(F)cc1 (configuration not stated)	-4%	.	.	-5%	-4

item	RXFP1 agonist	D2 PAM	D1 PAM	Vif-A3G inh
33	-1.5%	0	-4	-1%
34	-2.2%	12	4	-2%
35	-3.4%	6	-2	.
36	2.2%	-3	-2	2%
37	6.0%	-1	-9	-11%
38	4.7%	-3	-5	-6%
39	-2.0%	-24	6	0%
40	.	.	.	-3%

item	structure	Vif-APOBEC3F blk	D1 agonist	D1 antagonist	GRP78 ERSR act	RXFP1 antagonist
41	CN(c1ccccc1)S(=O)(=O)c1cccc(NC(=O)CSc2nncs2)c1	-1%	23	-20	-3%	.
42	Cc1cccc(NC(=O)CSc2nc3c(oc4ccccc43)c(=O)n2C(C)C)c1	5%	1	-14	-1%	.
43	CC(C)CC(=O)N1CCN(Cc2cccc(F)c2)CC1	4%	4	-20	-1%	1
44	C[C@@H]1CCCCO[C@H](CN(C)Cc2ccc(Cl)c(Cl)c2)[C@@H](C)CN([C@H](C)CO)C(=O)c2cc(N(C)C)ccc2O1	3%	.	.	-6%	4
45	O=[N+]([O-])c1ccc(N2CCN(C(=S)Nc3cccc(F)c3)CC2)cc1	0%	12	-38*	-4%	-2
46	Nc1ccc2c(c1)-c1ccc(F)cc1C2=O	5%	.	.	8%	-6
47	Cc1ccc(S(=O)(=O)c2nnn(CC(=O)Nc3ccccc3C)c2N)cc1	-19%	17	8	-1%	.
48	CN(C)CCCNCCCCNC(=O)/C=N/O	.	4	-23	-1%	-6
49	COc1ccc(C(=O)Nc2cc(C)c3c(=O)oc4ccccc4c3n2)cc1	-3%	1	4	-3%	.
50	N#Cc1c(C(F)(F)F)cc(-c2cccs2)nc1SCC(=O)Nc1ccc(F)cc1	?	16	5	1%	12
51	Oc1c(Br)cc(C2N=C(c3ccccc3)NO2)cc1Br (configuration not stated)	2%	4	3	-2%	-13

item	RXFP1 agonist	D2 PAM	D1 PAM	Vif-A3G inh
41	5.8%	-2	-2	0%
42	2.2%	3	-4	1%
43	1.7%	0	-6	0%
44	.	.	.	-6%
45	0.0%	.	-4	3%
46	.	.	.	0%
47	5.2%	-20	3	0%
48	3.3%	-3	4	-2%
49	?	.	-3	2%
50	?	-1	-1	-16%
51	2.3%	-5	-5	-2%

# A portion of the library; count on the stated rates, not on these rows.
